RNase H inhibition – RNase H inhibition, HIV 1 Gag Pol polyprotein, FRET biochemical assay, screening (AID 372) | inhibition, % at 10 µM; hits with a dose series show IC50 in µM | HIV-1 RT RNase H, FRET RNA/DNA substrate fluorescence; higher % means a stronger effect | 0.77% of 100,000 active; in the data active = inhibition above about 50%
Starred values were filed as active, the others as inactive. Not all compounds are listed, so the mix of outcomes need not match the whole.

SMILES	RNase H inhibition
CCCc1c(C)nc2c(Cl)cccc2c1SCC(=O)O	0%
C/C(=N/NC(=O)c1ccoc1C)c1ccc(NC(=O)c2ccco2)cc1	3%
O=C(Nc1cc(Cl)cc(Cl)c1)c1ccc2c(c1)OCCO2	12%
COc1cc(C(=O)NC(=S)Nc2ccc3nn(-c4ccc(C)cc4)nc3c2)cc(OC)c1OC	13%
O=[N+]([O-])c1ccc(N=Cc2ccc(OCc3ccccc3)cc2)cc1	18%
Cc1cccc(-c2cc(C(=O)O)c3ccccc3n2)c1	17%
CCOC(=O)c1ccc(Nc2nnc(-c3ccccc3)c3ccccc23)cc1	11%
COc1ccccc1C(=O)Nc1ccc2oc(-c3ccncc3)nc2c1	5%
COc1ccc(C2=C(c3ccc(OC)cc3)C3(c4ccccc4)C(=O)C2(c2ccccc2)C2C(=O)N(c4ccc(OC)cc4[N+](=O)[O-])C(=O)C23)cc1 (centres undefined)	46%
COCCOC(=O)c1ccc(NC(=O)COc2cc(C)c(Cl)c(C)c2)cc1	13%
Cc1ccc(P(=O)(CCCO)c2ccc(C)cc2)cc1	5%
COc1cc(CN2CCN(C3CCCC(C)C3)CC2)cc(OC)c1OC (centres undefined)	7%
CCOc1ccc(/C(C)=N/NC(=O)c2cc(-c3ccc(OCC)cc3)n[nH]2)cc1	16%
COc1ccc(C2Nc3ccccc3C(=O)N2c2ccccc2)cc1Cn1nc(C)c(Cl)c1C (centres undefined)	1%
CCOC(=O)c1ccc(N2C(=O)CC(N3CCC(C(=O)OCC)CC3)C2=O)cc1 (centres undefined)	10%
COc1ccccc1NC(=O)CCN1C(=O)/C(=C/c2ccccc2Cl)SC1=S	17%
Cc1ccc(/C=C(\C#N)c2nc(-c3ccc4c(c3)OCO4)cs2)o1	15%
CCCOC(=O)C1=C(C)NC2=C(C(=O)CC(c3ccc(OC)cc3)C2)C1c1ccc(O)c(OCC)c1 (centres undefined)	8%
N#C/C(=C\c1ccccc1Cl)c1nc(-c2cc3ccccc3oc2=O)cs1	8%
Cc1ccc(C(=O)CC(=O)c2ccccc2O)cc1	5%
O=C(Nc1ccc(Cl)cc1)c1ccc([N+](=O)[O-])o1	8%
Cc1ccccc1-c1nc2cc(NC(=O)c3ccc(C)c([N+](=O)[O-])c3)ccc2o1	41%
CCOc1ccc(/C=C(\C#N)c2nc(-c3cc4cc(Br)ccc4oc3=O)cs2)cc1	0%
CC(C)(C)c1cc(Br)ccc1OCC(=O)Nc1ccccc1C(F)(F)F	0%
C=CCOc1c(Br)cc(/C=c2\sc3n(c2=O)C(c2ccc(OC)cc2)C(C(=O)OCC)=C(C)N=3)cc1Br (centres undefined)	7%

For reference, 21 of the compounds above:
SMILES	RNase H inhibition
O=[N+]([O-])c1ccc(N=Cc2ccc(OCc3ccccc3)cc2)cc1	18%
Cc1cccc(-c2cc(C(=O)O)c3ccccc3n2)c1	17%
CCOC(=O)c1ccc(Nc2nnc(-c3ccccc3)c3ccccc23)cc1	11%
COc1ccccc1C(=O)Nc1ccc2oc(-c3ccncc3)nc2c1	5%
COc1ccc(C2=C(c3ccc(OC)cc3)C3(c4ccccc4)C(=O)C2(c2ccccc2)C2C(=O)N(c4ccc(OC)cc4[N+](=O)[O-])C(=O)C23)cc1 (centres undefined)	46%
COCCOC(=O)c1ccc(NC(=O)COc2cc(C)c(Cl)c(C)c2)cc1	13%
Cc1ccc(P(=O)(CCCO)c2ccc(C)cc2)cc1	5%
COc1cc(CN2CCN(C3CCCC(C)C3)CC2)cc(OC)c1OC (centres undefined)	7%
CCOc1ccc(/C(C)=N/NC(=O)c2cc(-c3ccc(OCC)cc3)n[nH]2)cc1	16%
COc1ccc(C2Nc3ccccc3C(=O)N2c2ccccc2)cc1Cn1nc(C)c(Cl)c1C (centres undefined)	1%
CCOC(=O)c1ccc(N2C(=O)CC(N3CCC(C(=O)OCC)CC3)C2=O)cc1 (centres undefined)	10%
COc1ccccc1NC(=O)CCN1C(=O)/C(=C/c2ccccc2Cl)SC1=S	17%
Cc1ccc(/C=C(\C#N)c2nc(-c3ccc4c(c3)OCO4)cs2)o1	15%
CCCOC(=O)C1=C(C)NC2=C(C(=O)CC(c3ccc(OC)cc3)C2)C1c1ccc(O)c(OCC)c1 (centres undefined)	8%
N#C/C(=C\c1ccccc1Cl)c1nc(-c2cc3ccccc3oc2=O)cs1	8%
Cc1ccc(C(=O)CC(=O)c2ccccc2O)cc1	5%
O=C(Nc1ccc(Cl)cc1)c1ccc([N+](=O)[O-])o1	8%
Cc1ccccc1-c1nc2cc(NC(=O)c3ccc(C)c([N+](=O)[O-])c3)ccc2o1	41%
CCOc1ccc(/C=C(\C#N)c2nc(-c3cc4cc(Br)ccc4oc3=O)cs2)cc1	0%
CC(C)(C)c1cc(Br)ccc1OCC(=O)Nc1ccccc1C(F)(F)F	0%
C=CCOc1c(Br)cc(/C=c2\sc3n(c2=O)C(c2ccc(OC)cc2)C(C(=O)OCC)=C(C)N=3)cc1Br (centres undefined)	7%

Going on with the list:
SMILES	RNase H inhibition
Cc1ccc(S(=O)(=O)Nc2ccc(Cl)cc2)cc1[N+](=O)[O-]	0%
COc1ccccc1C1CC(c2ccc(F)cc2)=NN1c1ccccc1 (centres undefined)	3%
COc1ccc(/C(O)=C2/C(=O)C(=O)N(c3ccc(C(=O)O)cc3)C2c2ccccc2)cc1 (centres undefined)	0%
Cc1cc(N2CCN(C(=O)c3c(F)cccc3F)CC2)c(F)cc1[N+](=O)[O-]	9%
O=C1C2C(C(=O)N1/N=C/c1cc([N+](=O)[O-])ccc1O)C1C=CC2C12CC2 (centres undefined)	1%
O=C(NC(c1ccccc1)c1ccccc1)c1ccccc1Cl	1%
C=CCN1C(=O)[C@H]2Cc3c([nH]c4ccccc34)[C@@H](c3ccc(O)cc3)N2C1=S	32%
CNC(=O)COc1ccc(C23CC4CC(CC(C4)C2)C3)cc1	9%
CCOc1cc(/C=N/NC(=O)c2cc(C3CC3)[nH]n2)ccc1O	10%
Cc1ccccc1OCC(O)CN1CCN(CC(O)COc2ccccc2C)CC1 (centres undefined)	14%
CC(C)(C)c1ccccc1OCC(O)CN1CCCC1 (centres undefined)	13%
O=c1[nH]c(/C=C/c2ccccc2F)nc2ccccc12	7%
Cc1oc2ccc(OCC(=O)C(C)(C)C)cc2c1C(=O)OC(C)C	0%
CCC(C)c1ccc(NC(=O)C2CC2)cc1 (centres undefined)	4%
COc1ccc(OC)c(C2Nc3ccc4ccccc4c3C3=C2C(=O)CCC3)c1 (centres undefined)	10%
CCCOc1ccc(C(=O)N2CCCC2)cc1OC	5%
COc1ccc(-c2nnc(NC(=O)CCc3ccccc3)s2)cc1OC	15%
COc1ccc(N(CC(=O)NCc2ccccc2OC)S(=O)(=O)c2ccccc2)cc1Cl	5%
O=C(CSc1n[nH]c(-c2ccncc2)n1)c1ccc(Cl)cc1	12%
O=C1C2C3CCC(O3)C2C(=O)N1c1cccc([N+](=O)[O-])c1 (centres undefined)	0%
COCC(C)NC(=O)c1ccc(Cl)c(Cl)c1 (centres undefined)	21%
CCOc1ccccc1NC(=O)CSCc1ccccc1Cl	51%*
CC(C)(C)NC(=O)c1ccccc1N(Cc1ccccc1)S(=O)(=O)c1ccccc1	8%
CC(C)(C)c1cnnn1-c1ccc(/C=C/C(=O)c2ccccc2)cc1	11%
COC(=O)c1cccc(-n2c(C)cc(/C=C(\C#N)C(=O)Nc3ccc(F)cc3)c2C)c1	14%

Additional results
SMILES	RNase H inhibition
CCOC(=O)C1=C(C)N=c2s/c(=C\c3ccc(-c4ccc(Cl)cc4[N+](=O)[O-])o3)c(=O)n2C1c1ccc(Cl)cc1 (centres undefined)	12%
CC(C)(C)C1CCC(OCC(O)CN(CCO)CCO)CC1 (centres undefined)	8%
CCC(=O)N(CCC1(c2ccccc2)CCOC(C)(C)C1)Cc1ccc(N(C)C)cc1 (centres undefined)	16%
Cc1cc([N+](=O)[O-])ccc1-c1ccc(/C=C2/C(=O)NC(=O)N(Cc3ccco3)C2=O)o1	25%
O=C(N/N=C/c1ccco1)c1cccc(Cl)c1	14%
Nc1nnc(SCC(=O)NCCOc2ccccc2)s1	22%
CCOc1ccc(C(=O)Nc2nc3ccccc3s2)cc1Br	4%
C=C(C)CN1CCN(CC(O)COc2ccc(OCC(O)CN3CCN(CC(=C)C)CC3)cc2)CC1 (centres undefined)	6%
O=C(Nc1ccc2nsnc2c1Br)c1sc2ccccc2c1Cl	0%
CSC1=NC(C)(C)Cc2cc(C)c(C)cc21	7%
Cc1csc(N/N=C/c2ccccc2F)n1	24%
O=C(O)c1cc(-c2cccs2)nc2ccccc12	7%
O=C(Nc1ccc(-c2nc3cc(Cl)ccc3o2)cc1)c1sc2ccccc2c1Cl	41%
CCCN1C(=O)C2(c3ccccc31)N1CC3(C)CN2CC(C)(C1)C3=O (centres undefined)	6%
NC1=NC(=O)/C(=C/c2ccc(OC(=O)c3cccc([N+](=O)[O-])c3)cc2)S1	51%*
c1ccc2cc(CN3CCN(Cc4c[nH]c5ccccc45)CC3)ccc2c1	16%
CC(C)OC(=O)c1cc2nc(-c3cccs3)cc(C(F)(F)F)n2n1	5%
COc1ccc(C)cc1NC(=O)Cc1ccccc1[N+](=O)[O-]	8%
CSCCC(NC(=O)c1ccc(Cl)cc1)c1nc2ccccc2[nH]1 (centres undefined)	1%
CC1(C)CC(=O)c2c([nH]c(=S)c(C#N)c2-c2ccc(Cl)cc2)C1	9%
CCOC(=O)C1=C(C)N=c2s/c(=C\c3cc(Br)c(OCc4ccc(Cl)cc4Cl)c(OC)c3)c(=O)n2C1c1ccccc1 (centres undefined)	1%
COc1ccc(/C=C2/NC(=O)/C(=C/c3ccc(OC)cc3)C2=O)cc1	14%
CCCCCCc1nnc(NC(=O)C(C)(C)C)s1	8%
COc1cc(CN2CCN(Cc3cc(OC)ccc3OC)CC2)cc(OC)c1	5%
CCOc1ccc(NC(=O)c2c(NC(=O)COc3ccccc3)sc3c2CCC3)cc1	34%

Remaining list, next part
SMILES	RNase H inhibition
CC1=NN(c2ccccc2)C(=O)/C1=C\c1c(O)n(-c2ccc(I)cc2)[nH]c1=O	6%
COc1ccc(S(=O)(=O)NCc2ccc(C)cc2)cc1Br	11%
Cc1c(/C=N/NC(=O)COc2ccc([N+](=O)[O-])cc2Br)c2ccccc2n1C	16%
COc1ccc(OC)c(/C=C2\C(=O)N(c3cccc(C(=O)O)c3)N=C2C)c1	15%
Cn1c(=O)n(Cc2ccc(Cl)cc2)c2ccccc21	3%
O=C(Nc1c(C(=O)N2CCCCC2)cnn1-c1ccccc1)c1ccccc1Cl	0%
CCOc1cccc(NC(=O)/C(C#N)=C\c2cc(Cl)c(OCC(=O)OC)c(OC)c2)c1	0%
COc1ccc(-c2cc(C(=O)OC(C)C)c3cc(Br)ccc3n2)cc1	0%
Cc1cccc(NCc2ccc([N+](=O)[O-])s2)c1	3%
O=C(Cc1ccccc1)Nc1ccc2nn(-c3ccccc3)nc2c1	17%
Brc1ccc(OCCCCOc2cccc3cccnc23)cc1	21%
CCN(CC)c1ccc(NC(=O)C(C)(C)C)cc1	19%
O=[N+]([O-])c1cc(/C=N\Nc2c(F)c(F)c(C(F)(F)F)c(F)c2F)c(N2CCOCC2)cc1N1CCOCC1	9%
Cc1cc(C)c(N=Nc2c(C)[nH]n(-c3ccc([N+](=O)[O-])cc3)c2=O)c(C)c1	1%
O=C(Cc1ccccc1)Nc1ccccc1CO	0%
c1ccc(-c2nc3ccc(Cc4ccc5nc(-c6ccccn6)c(-c6ccccn6)nc5c4)cc3nc2-c2ccccn2)nc1	4%
COc1cc(C2C(C(=O)OCc3ccccc3)=C(C)NC3=C2C(=O)CCC3)cc(Cl)c1O (centres undefined)	2%
C=CCN1C(=O)/C(=C\c2ccc([N+](=O)[O-])cc2)C(C(=O)OC)=C1C	10%
NS(=O)(=O)c1ccc(CNC2CC(=O)N(c3cccc(Br)c3)C2=O)cc1 (centres undefined)	13%
CCN(CC)CC(O)COc1ccc(C(C)(C)C)cc1 (centres undefined)	15%
CCCCCN=Cc1c(O)n(C2CCCCC2)c(=O)n(C2CCCCC2)c1=O	24%
O=C(N/N=C/c1ccccc1[N+](=O)[O-])C(O)c1ccccc1 (centres undefined)	0%
CCN(CC)CCN1C(=O)C(=O)/C(=C(/O)c2ccc(C)cc2)C1c1ccc(F)cc1 (centres undefined)	5%
O=C1C(=O)N(c2ccccn2)C(c2cccnc2)/C1=C(/O)c1ccccc1 (centres undefined)	0%
NN1C(=O)c2ccc3c4c(ccc(c24)C1=O)CC3	0%

Next part
SMILES	RNase H inhibition
CC(C)(C)NCCCOc1cc(Cl)ccc1Cl	3%
Cc1cc(C)cc(N(CC(=O)N2CCC(Cc3ccccc3)CC2)S(=O)(=O)c2ccccc2)c1	14%
Cc1occc1-c1nc(Cc2ccc(Cl)cc2)no1	15%
CCCCOc1cccc(NC(=O)c2cccc([N+](=O)[O-])c2C)c1	2%
COc1ccc(N=C2C(=O)Nc3ccc(Br)cc32)c(OC)c1	6%
O=C(Nc1nc2ccccc2n1CCN1CCCCC1)c1ccc(Cl)cc1	9%
COc1ccccc1C1C(C(C)=O)=C(O)C(=O)N1CC1CCCO1 (centres undefined)	4%
COc1ccc(C(=O)Nc2ccc(N3CCCCC3)c(Cl)c2)cc1OC	16%
COc1ccc(C(=O)CC(Nc2ccc(Br)cc2)c2ccc(F)cc2)cc1 (centres undefined)	12%
O=C(Nc1ccc(S(=O)(=O)Nc2ncccn2)cc1)c1ccccc1Br	1%
CC(C)NC(=O)C12CC3(C)CC(C)(CC(C)(C3)C1)C2	0%
COc1ccc(CC(=O)Nc2ccc(C)c(NC(=O)c3ccccc3)c2)cc1OC	0%
COc1cc(/C=C2\NC(=S)NC2=O)cc(OC)c1	5%
COc1ccc(N2C(=O)CC(Sc3nnc(N)s3)C2=O)cc1 (centres undefined)	16%
COc1ccc(NC(=O)C2CC(=O)N(c3ccccc3C)C2)cc1 (centres undefined)	0%
COc1ccccc1NC(=O)C(=O)N/N=C/c1cccs1	6%
CSc1nc2ccc(N3C(=O)C4CCCCC4C3=O)cc2s1 (centres undefined)	12%
CCOc1cccc(NC(=O)/C(C#N)=C\c2ccc(-c3ccc([N+](=O)[O-])cc3OC)o2)c1	0%
Cc1ccc(NC(=O)C23CC4CC(CC(C4)C2)C3)cc1[N+](=O)[O-]	9%
CN(c1ccc(C(=O)Nc2ccc3ccccc3c2)cc1)S(=O)(=O)c1ccccc1	13%
Cc1cc(C(=O)Nc2ncc(Br)cc2Br)ccc1[N+](=O)[O-]	14%
Cc1ccc(OCCCOc2cccc3cccnc23)c(Br)c1	27%
O=C(/C=C/c1ccc(-c2cccc(Cl)c2)o1)c1ccco1	5%

Source: PubChem (MTDP)
